# TR SRC2 fluor cs: Texas Red fluorescence interference in TRb-SRC2 counter-screen; TRb/SRC2 Texas Red total fluorescence interference; Potency, µM (series often up to 106 µM), inactives show at the highest dose fluorescence change, negative = quenching; 280,000 compounds, 0.29% hits; AID 1479; active means well fitted curve in either direction with a large enough effect; inconclusive means small, poorly fitted or top-dose-only effect
#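 Flags fluorescent or light-absorbing compounds by total fluorescence, S + 2P, at 555 nm excitation and 632 nm emission. Mixture: 20 nM Texas Red SRC2 peptide, 0.6 uM human TRb LBD, 1 uM T3, 5% DMSO; compound exposure 5 h at ambient temperature.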
# TRb-SRC2 inh: TRbeta-SRC2 interaction inhibition; P10828; AID 1469; 280,000 compounds, 0.065% hits; Potency, µM (top dose mostly 106 µM), inactives show at the top dose activity change, negative = inhibition, most hits filed as inhibitors; TRbeta-SRC2 peptide binding, fluorescence polarization; receptor liganded with 1 µM T3;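 further: plate controls were bound peptide for no effect and peptide without receptor for full effect; nearly all actives have a fitted effect of over 50% in size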
# Target sequence (P10828 whole entry, looked up): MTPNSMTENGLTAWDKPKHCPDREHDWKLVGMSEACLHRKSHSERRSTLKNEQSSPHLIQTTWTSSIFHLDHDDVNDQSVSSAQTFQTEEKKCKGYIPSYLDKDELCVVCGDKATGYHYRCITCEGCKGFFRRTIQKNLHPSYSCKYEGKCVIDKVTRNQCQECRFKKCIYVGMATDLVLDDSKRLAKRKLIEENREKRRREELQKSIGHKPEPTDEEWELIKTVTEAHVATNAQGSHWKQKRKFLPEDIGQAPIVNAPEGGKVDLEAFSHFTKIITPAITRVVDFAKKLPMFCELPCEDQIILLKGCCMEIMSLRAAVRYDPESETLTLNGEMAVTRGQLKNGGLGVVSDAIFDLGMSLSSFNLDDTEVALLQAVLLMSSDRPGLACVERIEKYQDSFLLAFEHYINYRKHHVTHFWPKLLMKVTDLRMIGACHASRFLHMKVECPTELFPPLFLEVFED
#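 Compounds were added to 0.6 uM TRb ligand-binding domain and 20 nM Texas Red-labeled SRC2 peptide in Tris buffer containing 1 uM T3, incubated 5 hr at ambient temperature, then read by fluorescence polarization.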
# RECQ1 helicase: RECQ1 (human) helicase inhibition | P46063 | RECQ1 DNA unwinding, red fluorescence kinetic read | Potency, µM (highest dose often 57.3 µM), inactives show at the top dose activity, negative = inhibition, usual class: inhibitors | 240,000 compounds, 0.54% hits;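 further: plate controls were vehicle for no effect and no enzyme for full effect; nearly all actives have a fitted effect of over 30% in size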
#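 RECQ1T1 50 nM; forked duplex (20 bp + 30-nt ss tails) 200 nM, ATP 2 mM final; pH 8.0, 2 mM MgCl2, 2.5 ug/ml poly(dI-dC); 15 min compound preincubation; discontinuous kinetic read over 2 h at RT.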
# L3MBTL1 block: L3MBTL1 (human) inhibition | Q9Y468 | AlphaScreen L3MBTL1–H3K9me1 peptide binding | Potency, µM (series often up to 57.1 µM), for the others: at the top dose activity, negative = inhibition, hits mostly inhibitors | 230,000 compounds, 0.66% hits | AID 485360; further: nearly all actives have a fitted effect of over 60% in size
#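 L3MBTL1 (50 nM) pre-complexed 30 min with biotinylated H3(1-15)K9me1 peptide (75 nM), then compounds added for 30 min at room temperature; AlphaScreen streptavidin donor/nickel chelate acceptor beads (10 ug/mL final) read after 30 min dark incubation.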
# RGS12 GoLoco inh: RGS12 GoLoco-Gai1 interaction inhibition | P63096 | Gai1:RGS12 GoLoco peptide FP, rhodamine, 10 min | Potency, µM (top dose mostly 61.6 µM), for inactives: at the highest dose activity, negative = inhibition, hits mostly inhibitors | 230,000 compounds, 0.44% hits | AID 880; active means well fitted inhibition curve with a large enough effect, not every such curve was filed as active; inactive means no such curve, though single readings can be large or run the other way; further: nearly all actives have a fitted effect of over 30% in size; many of its hits are not listed in these tables
# Target sequence (P63096 whole entry, looked up): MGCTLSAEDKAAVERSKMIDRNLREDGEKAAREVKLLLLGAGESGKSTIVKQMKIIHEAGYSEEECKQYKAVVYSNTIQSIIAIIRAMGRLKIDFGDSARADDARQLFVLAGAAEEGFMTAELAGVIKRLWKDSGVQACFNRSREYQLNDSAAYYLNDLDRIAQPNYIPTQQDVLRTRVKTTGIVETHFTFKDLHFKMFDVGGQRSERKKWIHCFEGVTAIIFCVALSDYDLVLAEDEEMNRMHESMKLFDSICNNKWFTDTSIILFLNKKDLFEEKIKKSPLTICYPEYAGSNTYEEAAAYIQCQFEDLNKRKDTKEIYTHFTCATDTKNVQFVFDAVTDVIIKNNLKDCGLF
# Tau fibril ThT: inhibitors of human tau fibril formation, thioflavin T binding | P10636 | recombinant tau K18 P301L, heparin-induced fibrillization, ThT fluorescence | Potency, µM (doses to about 57.4 µM), inactives show at the highest dose activity, negative = inhibition, most hits filed as inhibitors | 270,000 compounds, 2.1% hits | AID 1460; further: nearly all actives have a fitted effect of over 55% in size
# Target sequence (P10636 561-689 P618L limits assumed): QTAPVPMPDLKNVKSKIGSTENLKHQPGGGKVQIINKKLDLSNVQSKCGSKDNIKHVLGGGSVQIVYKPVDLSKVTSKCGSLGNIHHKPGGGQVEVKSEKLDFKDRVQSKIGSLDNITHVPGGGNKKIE
#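 Using a mix of unlabeled (15 uM) and Alexa 594-labeled (0.24 uM) tau K18 P301L, heparin-triggered fibrillization over 6 hr at 37 C was scored by ThT fluorescence.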
# Tau fibril FP: tau fibrillization inhibition (FP); P10636; K18 P301L tau heparin fibrillization, Alexa594 FP, 6 h; Potency, µM (series often up to 57.7 µM), without a hit: at the top dose activity, negative = inhibition, usual class: inhibitors; 280,000 compounds, 0.39% hits; AID 1468; further: nearly all actives have a fitted effect of over 55% in size
#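 Quantitative HTS format: compounds meet 15 uM recombinant K18 P301L tau and Alexa 594-tau tracer in 100 mM sodium acetate pH 7; 20 uM heparin triggers fibrillization at 37 C over 6 hr; FP gives the signal.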
# KDM4E inh: blocks human JMJD2E demethylase activity; B2RXH2; JMJD2E catalytic domain, FDH-coupled NADH fluorescence (FDH is formaldehyde dehydrogenase); Potency, µM (highest dose often 57.1 µM), for inactives: top-dose activity change, negative = inhibition, hits mostly inhibitors; 230,000 compounds, 1.6% hits; AID 2147; active means well fitted inhibition curve with a large enough effect, not every such curve was filed as active; inconclusive means small, poorly fitted or top-dose-only effect, or another doubt; inactive means no such curve, though single readings can be large or run the other way;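 further: 0% = wells with enzyme and -100% = buffer wells without enzyme; nearly all actives have a fitted effect of over 50% in size; many of its hits are not listed in these tables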
# Starred values were filed as active, the others as inactive; i = inactive; ? = inconclusive; nt = not tested or not shown; & = joins results of further samples; [ ] = dose if it differs, or a comment. Unless noted, the call rests on the fitted dose curve; in most records, active means well fitted curve in the direction sought with a large enough effect; inconclusive means small, poorly fitted or top-dose-only effect, or another doubt; inactive means no such curve, though single readings can be large; an effect the other way counts as inactive or inconclusive. Unless noted, on the % scale 0 is the no-effect control and ±100 the full control effect; potency means the concentration at half of the fitted maximal effect.
# Sequence of screens – RGS12 GoLoco inh	Tau fibril ThT	KDM4E inh	TR SRC2 fluor cs	Tau fibril FP	L3MBTL1 block	RECQ1 helicase	TRb-SRC2 inh
[1] Cc1cccc(C(C)Nc2ccc([N+](=O)[O-])cn2)c1 (stereo unspecified)
 : -6%	-6%	3%	-3%	4%	-25%	5%	0%
[2] O=C(COc1ccc(Cl)cc1Cl)N1CCCC1
 : -8%	-13%	9%	3%	-6%	nt	i	-18%
[3] O=C(NCCF)[C@H]1C[C@@H]1[C@H](NP(=O)(c1ccccc1)c1ccccc1)c1ccccc1
 : -2%&-1%	-2%&1%	-6%&-3%	-1%&2%	-4%&1%	-11%	-5%&-7%	7%&6%
[4] C/C=C1\CC2C=CC1C2 (stereo unspecified)
 : 4%	nt	nt	-1%	nt	nt	-4%	1%
[5] CCCCOc1ccc(NC(=O)C(=O)NCCCn2ccnc2)cc1
 : 0%	-9%	6%	2%	-5%	-1%	i	-5%
[6] CCOC(=O)C1(c2nc(N)cs2)COC(=O)C1 (stereo unspecified)
 : 3%	0%	10%	2%	-5%	6%	-6%	-5%
[7] COC(=O)c1ccc(NC(=O)CN2CCN(c3cccc(Cl)c3)CC2)cc1
 : 9%	?	-23%	-7%	11%	nt	-8%	-2%
[8] CC1CC1c1ccc(/C=C(\C#N)C(=O)Nc2ccccc2Cl)o1 (stereo unspecified)
 : 3%	?	-1%	1%	-9%	-15%	-5%	7%
[9] COc1cc(N=Nc2cccc(S(N)(=O)=O)c2)c2ccccc2c1N
 : 7%[14.2 µM]	1.6µM*	?	-18%	?	-26%	i	2%
[10] Cc1cc(C)nc(N2CCC(C(=O)NCc3cccs3)CC2)n1
 : nt	0%	5%	0%	1%	-1%	-9%	-14%
[11] O=C(c1cc(S(=O)(=O)N2CCOCC2)c(Cl)cc1Cl)N1CCCCC1
 : 2%	-8%	3%	-8%	1%	-2%	i	-4%
[12] CC(C)COc1cccc(C(=O)NC(=S)Nc2cccc(NC(=O)c3ccccc3Cl)c2)c1
 : 3%	9%	5%	3%	?	1%	-15%	5%
[13] CCc1nn(C(C)C(=O)NCCc2ccc(OC)c(OC)c2)c(=O)c2cc3occc3n12 (stereo unspecified)
 : -7%	-8%	-4%	-1%	-1%	nt	-9%	0%
[14] CCCCn1c(C)cc(/C=C(\C#N)C(=O)O)c1C
 : 15%	-2%	0%	0%	1%	-5%	-8%	4%
[15] CC(=O)N1CCc2c(sc3c2c(=O)n(-c2ccccc2C)c(=O)n3CC(=O)c2ccccc2)C1
 : nt	-10%	nt	-86%[53 µM]	-4%	nt	nt	-15%[53 µM]
[16] CN(C)c1ccc(/C=N/NC(=O)CCc2nc3ccccc3[nH]2)cc1
 : 4%	?	?	-3%	3%	-3%	0%	4%
[17] O=C(Nc1cc(C(F)(F)F)cc(C(F)(F)F)c1)Nc1cnn(-c2ccc([N+](=O)[O-])cc2)c1C(F)(F)F
 : 7%	?	-1%	0%	?	4%	-2%	3%
[18] CSc1n[nH]c(/N=C/c2oc(O)c3ccccc23)n1
 : 2%	0%	-24%	-2%	-2%	nt	i	4%
[19] O=C(Nc1ccc(Cc2ccc(NC(=O)C3CC3)cc2)cc1)C1CC1
 : -6%	2%	3%	-4%	-1%	4%	-4%	-5%
[20] CSc1nnc(Cc2cc(=O)[nH]c(=O)[nH]2)n1-c1cc(C)ccc1C
 : -1%	-7%	-5%	1%	-4%	4%	-4%	-3%
[21] CCc1ccccc1NC(=O)Cn1nnc(C(=O)Nc2ccc(OC)c(OC)c2)c1N
 : nt	?	nt	0%	-1%	nt	nt	-5%
[22] CC(=O)Nc1cc(S(=O)(=O)Nc2cccc(C)c2)c(C)cc1C
 : 8%	-6%	1%	-2%	6%	-1%	-7%	-4%
[23] O=S(=O)(c1ccc(-c2cc(C(F)(F)F)on2)s1)N1CCN(c2cccc(Cl)c2)CC1
 : nt	10%	nt	-5%	-3%	nt	nt	8%
[24] CC1Cc2ccccc2N1C(=O)CSc1nc2c(c(=O)n(C)c(=O)n2C)n1Cc1ccccc1 (stereo unspecified)
 : 2%	-16%	-6%	-1%	0%	-4%	-1%	6%
[25] c1ccc2c(Cn3nnc4ccccc43)cccc2c1
 : 1%	-10%	-5%	-1%	2%	nt	-5%	1%
[26] Clc1ccc(-c2nnnn2-c2ccc(Cl)cc2)cc1
 : 0%	6%	-2%	-5%	6%	14%	-14%	-1%
[27] Cc1nc(SCC(=O)Nc2cccnc2Cl)nc(C)c1C
 : 2%	-3%	-5%	-1%	-1%	-13%	4%	-8%
[28] COC(=O)c1ccccc1NC(=O)c1sc2nc(C)cc(C)c2c1NC(=O)c1ccccc1Cl
 : nt	5%	nt	-9%	-11%	nt	nt	7%
[29] Cc1cc(C)cc(NC(=O)CCC(=O)N2Cc3ccccc3Oc3ncccc32)c1
 : nt	-4%	nt	2%	-4%	nt	nt	9%
[30] CCOC(=O)CNC(=O)CSc1nnc(-c2ccccc2)n1Cc1ccco1
 : 4%	-10%	-1%	-1%	3%	nt	i	-1%
[31] Cc1[nH]c2ccccc2c1SCCNC(=O)c1ccc(F)cc1
 : nt	-10%	nt	0%	19%	nt	nt	-6%
[32] CCC(Cc1ccccc1)NC(=O)C1CCN(S(=O)(=O)c2c(C)noc2C)CC1 (stereo unspecified)
 : -6%	-2%	-2%	-5%	-1%	nt	i	-10%
[33] CCOC(=O)CN(C(=O)c1ccccc1)c1ccccc1C
 : 6%	-3%	14%	1%	-2%	nt	i	-7%
[34] Fc1ccc(CNc2nc3ccccc3n3nnnc23)cc1
 : 7%	-13%	7%	1%	6%	3%	-5%	2%
[35] Nc1nc(Nc2cccc(Cl)c2)nc(NCc2ccco2)c1[N+](=O)[O-]
 : 11%	?	-7%	1%	28µM*	-29%	?	1%
[36] CC(NC(=O)/C=C/c1ccco1)c1nc2ccccc2n1Cc1c(Cl)cccc1Cl (stereo unspecified)
 : 2%	1%	3%	-4%	-4%	-13%	-7%	2%
[37] C=CCC(CC=C)(CNC(=O)C(=O)Nc1cccc(C(F)(F)F)c1)c1ccccc1
 : nt	-16%	nt	1%	-10%	nt	nt	-6%
[38] Cc1cc(C(=O)OCC(=O)N2CC(C)OC(C)C2)ccc1[N+](=O)[O-] (stereo unspecified)
 : -2%	0%	-4%	-1%	4%	53%[activator]	-9%	-10%
[39] O=C(O)c1ccc2c(=O)n(-c3ccc(F)cc3)c(=S)[nH]c2c1
 : -12%	-8%	-5%	2%	-4%	5%	i	2%
[40] CCCc1nnc(NC(=O)c2ccc([N+](=O)[O-])cc2)s1
 : 2%	?	-4%	1%	0%	-1%	-11%	-5%
[41] CCCCNC(=S)N(C)/N=C/c1c(F)cccc1F
 : 3%	-9%	7%	-2%	-1%	51%[activator]	i	0%
[42] CCc1ccccc1NC(=S)NCc1ccc2c(c1)OCO2
 : 13%	-2%	1%	-2%	2%	-1%	-5%	-14%
[43] CC(C)[C@H]1CC[C@@H](C)C(C(=O)c2ccccc2)C1=O (stereo partly specified)
 : 1%	6%	0%	-7%	5%	44%[activator]	i	-3%
[44] Cc1ccc(C)c(Cn2c(C)c(CNCc3ccc(F)cc3)c(C(=O)O)c2C)c1
 : nt	0%	nt	-2%	2%	nt	nt	-4%
[45] NCC(O)CN(c1ccccc1)c1ccccc1 (stereo unspecified)
 : 7%	-3%	9%	-2%	3%	2%	18%	2%
[46] Cc1cccc(NC(=S)/N=C(\N)Nc2nc(C)c3ccc(C)cc3n2)c1
 : 7%	-7%	0%	-1%	-13%	9%	-14%	-19%
[47] CC(C)(C)NC(=O)CN(C(=O)CS(=O)CC(=O)Nc1ccc(F)cc1)c1cccc(F)c1 (stereo unspecified)
 : 33%[activator]	0%	-11%	-2%[53 µM]	-11%	-3%	i	10%[53 µM]
[48] Cc1ccc(C2=C/C(=C\c3cccnc3)C(=O)O2)cc1
 : 0.79µM*	?	-5%	3%	-9%	10%	4%	-1%
[49] c1ccc2c(c1)oc1c(NCCCn3ccnc3)ncnc12
 : -3%	-3%	-3%	1%	-6%	4%	-3%	-2%
[50] CCOC(=O)Cc1c(C)nc2c(-c3ccccc3OC)c(C)nn2c1C
 : 2%	-4%	5%	-3%	-16%	-1%	-2%	7%
[51] c1ccc(-c2nnc3n2CCCC3)cc1
 : 9%	4%	-1%	-3%	-4%	-1%	3%	-1%
[52] CCCC(=O)NC(C)c1nc2ccccc2n1Cc1ccccc1 (stereo unspecified)
 : nt	-3%	nt	-2%	-6%	nt	nt	2%
[53] CCN1c2ccccc2-c2nc3ccccc3n2C1c1ccncc1 (stereo unspecified)
 : nt	-1%	?	-1%	1%	5%	-1%	-5%
[54] CCn1cc(C2=NC(C)CO2)c2ccccc21 (stereo unspecified)
 : 2%	-3%	-14%	0%	?	nt	-9%	1%
[55] Nc1ncnc2c1ncn2C1CCCC1
 : 10%	-12%	1%	1%	-16%	12%	-6%	0%
[56] CCOC(=O)C1CCCN(C(=O)c2cn(CC(C)C)c(=O)c3cc(OC)c(OC)cc23)C1 (stereo unspecified)
 : -8%	-4%	?	-1%	1%	-1%	-1%	4%
[57] NC(CSC12CC3CC(CC(C3)C1)C2)C(=O)O (stereo unspecified)
 : -9%	-14%	-4%	0%	1%	nt	15%	-4%
[58] COCCNC(=O)Cn1cc2c(n1)CCCCC2
 : 6%	-2%	2%	-2%	4%	6%	-11%	3%

# Quoted from above, compounds 55–58
# Sequence of screens – RGS12 GoLoco inh	Tau fibril ThT	KDM4E inh	TR SRC2 fluor cs	Tau fibril FP	L3MBTL1 block	RECQ1 helicase	TRb-SRC2 inh
[55] Nc1ncnc2c1ncn2C1CCCC1
 : 10%	-12%	1%	1%	-16%	12%	-6%	0%
[56] CCOC(=O)C1CCCN(C(=O)c2cn(CC(C)C)c(=O)c3cc(OC)c(OC)cc23)C1 (stereo unspecified)
 : -8%	-4%	?	-1%	1%	-1%	-1%	4%
[57] NC(CSC12CC3CC(CC(C3)C1)C2)C(=O)O (stereo unspecified)
 : -9%	-14%	-4%	0%	1%	nt	15%	-4%
[58] COCCNC(=O)Cn1cc2c(n1)CCCCC2
 : 6%	-2%	2%	-2%	4%	6%	-11%	3%

# Not all compounds are listed. The share of hits here may be higher or lower than overall.
